# PLK1 PBD block – PLK1 (human) polo-box domain binding inhibition; Plk1 PBD binding of FITC phosphopeptide, fluorescence polarization; Potency, µM, for the others: max response, negative = inhibition, most hits filed as inhibitors; 2.8% of 360,000 active; AID 720504; also: potency is read from the fitted curve at half-maximal effect; series mostly up to about 57 µM; % is scaled to controls: 0 for no effect and ±100 for the full control effect; nearly all actives have a fitted effect of over 65% in size
# Target sequence (P53350 whole entry, looked up, the tested form may be a part): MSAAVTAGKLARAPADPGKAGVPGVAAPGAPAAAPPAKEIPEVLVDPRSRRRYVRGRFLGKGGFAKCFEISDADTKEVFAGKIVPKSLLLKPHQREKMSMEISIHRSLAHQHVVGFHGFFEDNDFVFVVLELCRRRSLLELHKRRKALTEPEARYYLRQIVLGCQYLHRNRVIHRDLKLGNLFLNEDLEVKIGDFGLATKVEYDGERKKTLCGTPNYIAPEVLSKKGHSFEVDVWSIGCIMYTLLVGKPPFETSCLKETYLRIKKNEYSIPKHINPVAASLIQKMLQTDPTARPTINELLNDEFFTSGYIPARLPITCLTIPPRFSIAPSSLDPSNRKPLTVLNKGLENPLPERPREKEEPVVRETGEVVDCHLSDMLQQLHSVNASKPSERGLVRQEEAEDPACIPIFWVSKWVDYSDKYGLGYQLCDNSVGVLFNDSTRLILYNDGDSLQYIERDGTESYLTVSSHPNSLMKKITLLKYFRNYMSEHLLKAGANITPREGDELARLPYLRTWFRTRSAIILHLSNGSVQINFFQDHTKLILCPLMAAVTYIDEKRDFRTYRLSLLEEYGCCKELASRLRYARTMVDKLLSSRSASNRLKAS
# WRN helicase inh – inhibitors of human WRN helicase. Q14191. WRN helicase unwinding, fluorescent forked duplex, kinetic. 0.46% of 360,000 active. Potency, µM (highest dose often 114 µM), without a hit: at the top dose activity change, negative = inhibition, most hits filed as inhibitors; also: potency is read from the fitted curve at half-maximal effect; % is scaled to controls: 0 for no effect and ±100 for the full control effect; nearly all actives have a fitted effect of over 55% in size
#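 WRN at 20 nM final preincubated with compound 15 min at room temperature; reaction started with 100 nM fluorophore/quencher forked duplex oligonucleotide and 2 mM ATP final. Unwinding followed kinetically by red fluorescence (ex 525, em 598 nm).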
# aSyn rescue – rescues yeast growth from alpha-synuclein toxicity; Potency, µM (series often up to 46.1 µM), inactives show top-dose growth rescue (activation), usual class: activators; Yeast expressing alpha-synuclein, growth rescue, BacTiter-Glo, 24 h; 0.14% of 370,000 active; also: potency is read from the fitted curve at half-maximal effect; % of control where 0% means no effect; nearly all actives have a fitted effect of over 65% in size
#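 Screening used galactose-induced yeast with toxic alpha-synuclein levels, exposed to compound for 24 hr at 30 deg C. Cell growth, read with BacTiter-Glo luminescence, gave the measured signal.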
# IL-2 act – IL-2 activation; AID 652025; IL-2 activation reporter assay, cell-based qHTS; stimulated with anti-CD3/CD4/CD28 beads; in transgenic mouse T cells; 0.065% of 360,000 active; activation, % (series mostly up to about 46 µM); in the data active = activation above about 50%; inconclusive = mostly about 30% to 49%; also: 0% is about no effect
#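 Readout: EGFP and DsRed signals by fluorescent plate cytometry. Unstimulated transgenic mouse T cells received compound 60 min before antibody-bead stimulation, then incubated 18 h at 37 degrees C.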
# EPAC1 ag – activates human EPAC1 exchange factor; O95398; EPAC1 agonist qHTS, biochemical assay; response scale: 100% = response to 6.5 mM cAMP; Potency, µM (top dose mostly 154 µM), without a hit: at the top dose activation, usual class: activators; 0.073% of 360,000 active; AID 720707; also: potency is read from the fitted curve at half-maximal effect; nearly all actives have a fitted effect of over 60% in size
#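 Nucleotide exchange by EPAC1 (100 nM) on Rap1B–BODIPY-GDP (250 nM) in the presence of 50 uM GDP is tracked fluorescently at 480/540 nm over 30 min. Signals are normalized to a 6.5 mM cAMP control.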
# FUS yeast rescue – rescues growth of FUS-expressing yeast. S. cerevisiae FUS-expressing, growth rescue, OD600, 24 h. Potency, µM (top dose mostly 76.6 µM), without a hit: at the highest dose growth rescue (activation), most hits filed as activators. 0.24% of 390,000 active. AID 1347120;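 also: potency is read from the fitted curve at half-maximal effect; plate controls were DMSO vehicle for no effect and reference control for full effect; nearly all actives have a fitted effect of over 55% in size; some results filed as inactive show a strong effect at the top dose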
#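 Toxicity suppression screen in FUS-yeast. Cells induced with 2% galactose, starting OD 0.005, treated 24hr at 30C with compounds at multiple final concentrations; growth by OD600.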
# Abeta rescue – restores growth of yeast expressing A-beta42 peptide | yeast expressing A-beta42, growth rescue, OD600, 48 h; response scale: 0% DMSO, 100% iron-clioquinol control | Potency, µM (series often up to 46.1 µM), inactives show top-dose growth rescue, most hits filed as activators | 0.063% of 410,000 active; also: potency is read from the fitted curve at half-maximal effect; nearly all actives have a fitted effect of over 55% in size
#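 Yeast A-beta toxicity model in growth medium with pinned compounds, 48 h at 30 C; growth read as absorbance at 600 nm. Normalized to FeCl3/clioquinol equimolar mix (positive) and DMSO (negative).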
# EPAC1 antag – blocks human EPAC1 exchange factor. Potency, µM (doses to about 115 µM), for the others: at the top dose activity change, negative = inhibition, usual class: inhibitors. EPAC1 GEF assay, Rap1b-BODIPY-GDP exchange fluorescence. O95398. 0.14% of 360,000 active;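 also: potency is read from the fitted curve at half-maximal effect; plate controls were vehicle for no effect and positive control for full effect; nearly all actives have a fitted effect of over 50% in size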
# PI5P4Ka inh – PI5P4K alpha (human) kinase inhibition. PI5P4Kalpha enzyme, ADP-Glo luminescence, 60 min; hits give low values. max response, %. 1.2% of 330,000 active. AID 652105; active = max response of -50% or lower; inconclusive = between -30% and -50%; inactive = -30% or higher; also: value at the top dose of about 77 µM; % is scaled to controls: 0 for no effect and ±100 for the full control effect
# Target sequence (P48426 whole entry, looked up): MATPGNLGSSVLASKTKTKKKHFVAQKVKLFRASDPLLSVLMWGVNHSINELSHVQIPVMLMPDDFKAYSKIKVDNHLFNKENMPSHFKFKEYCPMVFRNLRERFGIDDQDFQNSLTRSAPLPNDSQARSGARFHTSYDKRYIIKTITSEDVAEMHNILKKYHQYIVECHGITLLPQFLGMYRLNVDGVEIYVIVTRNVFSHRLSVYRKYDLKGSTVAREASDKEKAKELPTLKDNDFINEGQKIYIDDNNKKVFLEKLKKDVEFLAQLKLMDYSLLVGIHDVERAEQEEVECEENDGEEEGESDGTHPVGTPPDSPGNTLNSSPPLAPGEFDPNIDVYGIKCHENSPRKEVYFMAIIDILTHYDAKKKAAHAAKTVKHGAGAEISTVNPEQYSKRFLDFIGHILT
#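 PI5P4Kalpha ADP-Glo assay; 5 microM ATP final; 60 min RT reaction; HEPES pH 7.4/EGTA/CHAPS, 5% DMSO; controls lacking substrate or enzyme; luminescent end-point.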
# * = called active by the depositor; ? = inconclusive; / = no result given; [ ] = remark or other dose. Unless noted, calls follow the shape of the dose curve; as a rule, active = well fitted curve in the direction sought with a large enough effect; inconclusive = small, poorly fitted or top-dose-only effect, or another doubt; inactive = no such curve, though single readings can be large; an effect the other way counts as inactive or inconclusive.
SMILES,PLK1 PBD block,WRN helicase inh,aSyn rescue,IL-2 act,EPAC1 ag,FUS yeast rescue,Abeta rescue,EPAC1 antag,PI5P4Ka inh
CN(CCc1ccccn1)C1CCCN(S(=O)(=O)c2ccc(F)c(Cl)c2)C1 (stereo not drawn),-5%,7%,0%,-2.3,-2%,1%,5%,-9%,0
CCOc1cc(CNc2ncc(-c3ccc(OC)cc3)n2C)ccc1O,-1%,3%,-3%,-0.6,0%,22%,11%,10%,/
Cc1ccc(N(Cc2ccccc2)C(=O)c2cc(S(=O)(=O)N3CCOCC3)ccc2F)cc1,11%,0%,3%,0.2,2%,/,0%,-11%,-3
O=C(CSc1nc2ccccc2[nH]1)NCC1CCCO1 (stereo not drawn),-6%,-27%[57.1 µM],-7%,0.1,-3%,-9%,2%,-6%,-4
CCNS(=O)(=O)c1cc(Br)ccc1OC,0%,1%,-1%,-1.7,0%,13%,3%,-13%,/
COc1ccccc1C(=O)NCCC(=O)NC(C)c1ccc(-n2ccnc2)cc1 (stereo not drawn),2%,-4%,1%,-0.8,-7%,3%,0%,14%,6
C=C(C)CSc1ncc(-c2cccc(C(F)(F)F)c2)cn1,-12%,-9%,0%,-3.3,1%,8%,7%,4%,/
CCOC(=O)c1ccc(NS(=O)(=O)c2cc3c4c(c2)CCN4C(=O)CC3)cc1,-1%,0%,0%,-1.1,1%,18%,2%,4%,8
COc1cc(Cn2c3ccc(NC(=O)NCCc4ccccc4)cc3c(=O)n2C)ccc1F,-17%,-8%,5%,-0.3,1%,41%,-10%,-15%,4
COc1ccc(CCN2C(=O)CS/C2=N/NC(=O)c2ccccc2F)cc1OC,-16%,2%,-2%,-0.1,-6%,-27%,7%,-18%,6
CC(=O)Nc1cccc2cc(O)ccc12,-22%,-21%,-8%,-0.5,2%,9%,7%,-11%,-63*
CC(=O)N1CCN(C(=O)c2ccc(C(=O)c3ccccc3)cc2)CC1,-6%,8%,-22%,-0.1,-14%,-9%,-27%,10%,1
CC(C)[C@H](NC(=O)c1ccco1)C(=O)OCC(=O)N1CC(=O)Nc2ccccc21,6%,-20%,0%,-1.9,-21%,-4%,-2%,1%,-3
Cc1nc2ccc(S(=O)(=O)NCC(=O)N3CCN(c4ccccn4)CC3)cc2s1,-6%,-2%,1%,0.1,3%,-3%,-2%,0%,2
Cn1c2ccccc2c(=O)c2cc(NCCCN3CCOCC3)ccc21,-6%,-2%[11.6 µM],-3%,0.0,1%,-5%,13%,-4%,-1

# 9 entries out of the list, arranged by SMILES length, falling:
SMILES,PLK1 PBD block,WRN helicase inh,aSyn rescue,IL-2 act,EPAC1 ag,FUS yeast rescue,Abeta rescue,EPAC1 antag,PI5P4Ka inh
CC(C)[C@H](NC(=O)c1ccco1)C(=O)OCC(=O)N1CC(=O)Nc2ccccc21,6%,-20%,0%,-1.9,-21%,-4%,-2%,1%,-3
Cc1nc2ccc(S(=O)(=O)NCC(=O)N3CCN(c4ccccn4)CC3)cc2s1,-6%,-2%,1%,0.1,3%,-3%,-2%,0%,2
CN(CCc1ccccn1)C1CCCN(S(=O)(=O)c2ccc(F)c(Cl)c2)C1 (stereo not drawn),-5%,7%,0%,-2.3,-2%,1%,5%,-9%,0
COc1ccc(CCN2C(=O)CS/C2=N/NC(=O)c2ccccc2F)cc1OC,-16%,2%,-2%,-0.1,-6%,-27%,7%,-18%,6
CC(=O)N1CCN(C(=O)c2ccc(C(=O)c3ccccc3)cc2)CC1,-6%,8%,-22%,-0.1,-14%,-9%,-27%,10%,1
CCOc1cc(CNc2ncc(-c3ccc(OC)cc3)n2C)ccc1O,-1%,3%,-3%,-0.6,0%,22%,11%,10%,/
C=C(C)CSc1ncc(-c2cccc(C(F)(F)F)c2)cn1,-12%,-9%,0%,-3.3,1%,8%,7%,4%,/
O=C(CSc1nc2ccccc2[nH]1)NCC1CCCO1 (stereo not drawn),-6%,-27%[57.1 µM],-7%,0.1,-3%,-9%,2%,-6%,-4
CCNS(=O)(=O)c1cc(Br)ccc1OC,0%,1%,-1%,-1.7,0%,13%,3%,-13%,/

# Remaining list, next part.
SMILES,PLK1 PBD block,WRN helicase inh,aSyn rescue,IL-2 act,EPAC1 ag,FUS yeast rescue,Abeta rescue,EPAC1 antag,PI5P4Ka inh
O=C(O)c1ccc(N2C(=O)CC(N3CCN(c4cccc(C(F)(F)F)c4)CC3)C2=O)cc1 (stereo not drawn),2%,2%,14%,-0.3,-14%,35%,-17%,3%,-7
COc1cc2c(cc1OC)-c1cc(Nc3ccc(C(=O)O)cc3)nc(=O)n1CC2,-12%,?,-6%,-4.8,4%,65%,-9%,-23%,-22
CCCCN1C=CC(=C2C(=O)c3ccccc3C2=O)C=C1,3%,-4%,-51%[inhibitor],-2.3,10%,2%,-57%[inhibitor],17%,-16
Clc1ccc(-c2nnc(SCc3ccon3)o2)c(Cl)c1,-7%,0%,2%,-1.1,8%,9%,19%,9%,/
Cn1cnnc1SCc1cccc(Br)c1,-3%,1%,4%,-2.2,14%,5%,7%,7%,3
CCC(=O)n1nc(-c2ccc(Cl)cc2)nc1N,-3%,2%,-18%,2.8,-12%,-42%,-18%,-11%,-7
C/C=C/c1ccc(OCCn2cncn2)c(OC)c1,-2%,8%,2%,-0.4,2%,-3%,-7%,11%,-3
COc1ccc(NC(=O)CSc2nnc(NC(=O)c3ccccc3C(=O)O)s2)cc1,17µM*,-11%,1%,-0.8,-8%,12%,1%,-5%,-28
O=C(CCCN1C(=O)c2ccccc2C1=O)NCCC1=CCCCC1,-9%,3%,-4%,-3.3,6%,10%,18%,8%,/
Cc1ccc(OCC(=O)Nc2c3c(nn2C(C)(C)C)CS(=O)(=O)C3)cc1,-7%,-18%,-7%,0.1,-5%,4%,-3%,-1%,3
CCc1cc2c(N3CCN(c4nnc(CC)s4)CC3)ncnc2s1,-25%,-6%,1%,-1.6,8%,10%,-10%,-4%,2
c1ccc(-c2cn(-c3ccccc3)c3ncnc(NCCCN4CCOCC4)c23)cc1,-12%,-3%,9%,-1.1,10%,15%,-18%,3%,1
O=C(CCc1nc(-c2ccccc2F)no1)NCCc1ccccc1Cl,0%,1%,2%,-0.5,1%,7%,22%,-4%,1
CC(=O)c1nn(-c2cccc(Br)c2)cc1C(=O)c1ccc2ccccc2c1,-3%,-6%,-12%,-0.2,-3%,13%,-21%,7%,3
CC(=O)Nc1nnc(/C=C/c2cccc([N+](=O)[O-])c2)s1,-6%,5%,-2%,-0.5,-1%,-12%,6%,6%,-7
CN(C(=O)COc1ncnc2sccc12)c1ccccc1,2%,3%,-3%,3.1,5%,3%,-8%,-11%,4
CC(=O)N(c1nc(CCl)cs1)c1c(C)cc(C)cc1C,-8%,-1%,-10%,-2.1,-1%,-16%,2%,-13%,5
COc1ccccc1CNC(=O)c1ccc(CNc2c(N3CCCC3)c(=O)c2=O)cc1,-14%,6%,-2%,0.5,-17%,5%,-6%,?,1
COC(=O)C1CCN(S(=O)(=O)CCNC(=O)c2ccc(F)cc2)CC1,4%,-3%,1%,-4.6,2%,21%,-8%,9%,4
COc1ccccc1-n1ccnc1SCC(=O)NC1CCCC1,-10%,-5%,9%,-0.4,13%,0%,0%,4%,-8
CCOc1cc(N2CCOCC2)c(OCC)cc1NC(=O)c1ccc(C)cc1,-8%,4%,10%,0.3,-5%,15%,-1%,6%,-6
CCOc1ccc(C(C)=O)cc1CN1C(=O)NC(C)(C2CC2)C1=O (stereo not drawn),-1%,-6%,10%,1.1,3%,15%,2%,-1%,-4
Nc1nonc1-n1nnc(C(=O)N/N=C/c2ccncc2)c1CSc1ccccc1,-14%,-2%,-3%,-2.0,0%,9%,4%,7%,-3
CN(C)C(CNC(=O)CCNC(=O)c1ccccc1Cl)c1ccco1 (stereo not drawn),4%,2%,5%,0.4,-4%,36%,-5%,-2%,-4
Cn1nnnc1SCC(=O)Nc1ccccc1N1CCOCC1,-14%,-1%,7%,-0.4,-1%,-5%,-9%,5%,1
Oc1ccc(-c2cnns2)c(O)c1,?,-11%,2%,-0.7,-6%,/,22%,-13%,3
CCOC(=O)c1cc(-c2ccccc2)sc1N,12µM*,-32%,10%,-0.2,6%,13%,0%,-14%,-22
O=C(N/N=C/c1cccc(F)c1)NC1CCCCC1,-10%,-7%,14%,-0.5,13%,7%,12%,-17%,-1
O=C(Nc1cnc2ccccc2c1)N1CCCCC1,-13%,3%,-13%,0.5,4%,-12%,15%,-13%,-4
COc1cc2oc(=O)cc(CN3CCN(c4ccc(Cl)c(Cl)c4)CC3)c2cc1Cl,-6%,-6%,2%,0.0,12%,-9%,-11%,8%,-4
O=C(COc1ccc(S(=O)(=O)N2CCOCC2)cc1)Nc1ccccc1Cl,-6%,-3%,5%,-1.9,5%,15%,11%,2%,-20
O=c1c2[nH]c3ccc(F)cc3c2ncn1CCN1CCOCC1,-2%,-13%,-3%,-0.7,-1%,31%,1%,10%,7
Cc1sc(NC(=O)c2ccco2)c(C(c2cccnc2)N2CCN(c3ccc(F)cc3)CC2)c1C (stereo not drawn),-12%,-7%,?,-4.4,9%,?,3%,-12%,-1
CCOc1ccccc1NC(=O)C1CCN(c2ccc(S(=O)(=O)N3CCCC3)cc2)CC1,-6%,-15%,-3%,-0.4,5%,8%,-6%,-14%,/
CC(C)(C)c1ccc(CC(=O)N2CCC2(C)C(=O)NS(=O)(=O)c2ccc(F)cc2F)cc1 (stereo not drawn),3%,1%,1%,1.6,-6%,-2%,25%,9%,1
O=C(CCCCn1c(=O)[nH]c2ccsc2c1=O)NCc1ccc2c(c1)OCO2,-6%,7%,-2%,0.4,-16%,-9%,2%,18%,-2

# Bioassay records from PubChem BioAssay.
